Assay outcomes (PubChem)
CYP2C19 inhib: blocks human cytochrome P450 2C19. P33261. CYP2C19 Supersomes, luciferin-H EGE luminescence, 30 min. inhibition, % at 5 µM. 96,000 compounds, 21% hits. AID 778;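 active = CYP2C19 inhibition above a set limit at 5 µM in the primary screen, cut at about 50% in these data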;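 also: plate controls were negative control wells for no effect and 2.5 mM tranylcypromine positive control for full effect; values of inactives mirror those of a sister screen read the other way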
CYP2C19 activ: increases human CYP2C19 enzyme activity | P33261 | recombinant CYP2C19, luciferin-H EGE luminescence; stronger effect = higher value; 0 = fully inhibited enzyme, 1 = untreated enzyme | activation factor at 5 µM | 96,000 tested, under 10 active;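 active = activation factor of at least 2 at 5 µM in the primary screen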;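 also: 0 = wells with 2.5 mM tranylcypromine and 1 = vehicle-only wells; values of inactives mirror those of a sister screen read the other way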
PLAP act: activators of human placental alkaline phosphatase. P05187. purified PLAP enzyme, luminescent substrate read-out; stronger effect = higher value. activation fold at 20 µM. 96,000 compounds, 1.2% hits. AID 696; in the data active = activation fold above about 2
HIV Rev-RRE inh: disrupts HIV-1 Rev binding to RRE RNA. 97,000 compounds, 0.79% hits. Rev peptide-RRE RNA binding, FRET. P05866. inhibition, % at 8 µM. AID 704;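 active = inhibition above the screen-wide mean plus 3 SD, cut at about 35% in these data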;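 also: 0% = median DMSO wells and 100% = median Neomycin B control wells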
Target sequence (P05866 whole entry, looked up): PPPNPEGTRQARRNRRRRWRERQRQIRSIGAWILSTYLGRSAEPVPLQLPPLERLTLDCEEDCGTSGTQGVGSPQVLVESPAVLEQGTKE
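Test system: labelled RRE RNA duplex and labelled Rev peptide. Times: 5 min compound–RNA preincubation, then 15 min with peptide, 25 °C. Doses: single-dose 8 µM. Measured by: FRET, excitation 480 nm, emission 540 nm donor and 671 nm acceptor. Measure: % inhibition of FRET ratio versus controls.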
EphB4 ephrin blk: antagonists of human EphB4-ephrin-B2 interaction; P54760; EphB4 LBD / TNYL-RAW-Alexa532 peptide, fluorescence polarization; inhibition, % at 7 µM; 97,000 compounds, 0.15% hits; AID 720;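 active = inhibition above the screen-wide mean inhibition plus 3 SD, cut at about 15% in these data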;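 also: 0% = DMSO wells and 100% = excess unlabeled TNYL-RAW peptide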
Target sequence (P54760 whole entry, looked up, the tested form may be a part): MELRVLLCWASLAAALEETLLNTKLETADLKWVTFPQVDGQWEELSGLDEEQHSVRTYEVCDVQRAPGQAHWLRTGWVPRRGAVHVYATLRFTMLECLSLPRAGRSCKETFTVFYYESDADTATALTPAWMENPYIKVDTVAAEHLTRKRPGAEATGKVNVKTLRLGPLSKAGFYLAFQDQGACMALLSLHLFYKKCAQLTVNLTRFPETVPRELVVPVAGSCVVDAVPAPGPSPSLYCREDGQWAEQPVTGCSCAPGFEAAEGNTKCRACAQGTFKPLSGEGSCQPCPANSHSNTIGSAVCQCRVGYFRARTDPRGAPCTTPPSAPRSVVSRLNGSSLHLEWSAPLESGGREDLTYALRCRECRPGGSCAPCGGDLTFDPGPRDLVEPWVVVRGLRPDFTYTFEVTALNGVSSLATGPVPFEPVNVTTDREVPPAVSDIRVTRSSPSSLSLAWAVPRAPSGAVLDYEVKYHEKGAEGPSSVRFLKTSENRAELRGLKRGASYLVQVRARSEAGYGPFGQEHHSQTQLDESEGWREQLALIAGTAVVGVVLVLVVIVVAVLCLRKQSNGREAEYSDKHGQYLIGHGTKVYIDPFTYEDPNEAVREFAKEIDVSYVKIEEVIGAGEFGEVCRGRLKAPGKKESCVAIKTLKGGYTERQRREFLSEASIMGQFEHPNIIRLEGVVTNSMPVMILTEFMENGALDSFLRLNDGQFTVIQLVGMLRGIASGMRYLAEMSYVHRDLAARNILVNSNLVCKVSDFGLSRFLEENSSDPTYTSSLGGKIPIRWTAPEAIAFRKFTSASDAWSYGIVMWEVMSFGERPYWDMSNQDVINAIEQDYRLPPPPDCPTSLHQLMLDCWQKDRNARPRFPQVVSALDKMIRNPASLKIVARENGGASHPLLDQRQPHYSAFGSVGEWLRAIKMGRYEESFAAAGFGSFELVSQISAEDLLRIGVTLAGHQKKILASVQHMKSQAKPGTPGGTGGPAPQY
CYP2C9 inh: inhibitors of human CYP2C9 | P11712 | CYP2C9 Supersomes, luciferin-H conversion, luminescence | inhibition, % at 5 µM | 96,000 compounds, 20% hits | AID 777;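 active = blocking of liver enzyme CYP2C9 beyond about 50% at 5 µM, limit read from the data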; also: values of inactives mirror those of a sister screen read the other way
CYP2C9 activ: CYP2C9 (human) activation; P11712; AID 1024; 96,000 compounds, 1.4% hits; activation factor at 5 µM; recombinant CYP2C9, luciferin-H conversion, luminescence; stronger effect = higher value; factor 1 = untreated enzyme, 0 = blocked;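 active = activation factor of 2 or more for CYP2C9 at a 5 µM dose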;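 also: 0 = sulfaphenazole-blocked wells and 1 = vehicle-only wells; values of inactives mirror those of a sister screen read the other way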
Plk1 PBD FP: inhibitors of human Plk1 polo box domain binding; P53350; Plk1 PBD phosphopeptide binding, fluorescence polarization; inhibition, %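 (tested at about 20 µM)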; 97,000 compounds, 0.13% hits; AID 693; in the data active = inhibition above about 34%, passing the limit was not always enough
PLK1 kinase inh: blocks human PLK1 kinase activity | P53350 | 97,000 compounds, 0.53% hits | AID 619 | inhibition, % at 10 µM | recombinant PLK1 kinase, TR-FRET peptide phosphorylation;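 active = inhibition of 50% or more in the single-concentration screen; inactive = inhibition below 50%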;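 also: 0% = DMSO max control and 100% = H-89 dihydrochloride min control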
The depositor's hits bear a star; . = no result given. The order is random; overall some 29% were active at least once.

1. Cc1cc(C)nc(SCC(=O)c2ccc([N+](=O)[O-])cc2)n1
2. CCc1nc(SCC(=O)NCCc2ccccc2)c2oc3ccccc3c2n1
3. Cc1ccc(-n2nnc3c(=O)n(CC(=O)N4CCOCC4)cnc32)cc1
4. CCCn1c(=N)n(CCOc2ccc(OC)cc2)c2ccccc21
5. CCOC(=O)N1CCN(C(c2ccc(C(C)C)cc2)c2sc3nc(C)nn3c2O)CC1 (stereo unspecified)
6. Cc1nc(NC(=O)c2cccc(Cl)c2)sc1-c1csc(Nc2cccc(Cl)c2)n1
7. COc1ccc(-c2cc(=O)c3ccccc3n2C)cc1
8. CCCCn1c(=N)n(CC(O)COc2ccccc2)c2ccccc21 (stereo unspecified)

screen / no. | 1 | 2 | 3 | 4 | 5 | 6 | 7 | 8
CYP2C19 inhib | 92* | 57* | -29 | 4 | 6 | -19 | . | 42
CYP2C19 activ | 0.1 | 0.4 | 1.3 | 1 | 0.9 | 1.2 | . | 0.6
PLAP act | 1.2 | 1 | 0.9 | 0.7 | 1.7 | 0.9 | . | 1.3
HIV Rev-RRE inh | 8 | 6 | 12 | -4 | . | 10 | 4 | 4
EphB4 ephrin blk | 10 | 2 | -3 | -5 | . | 2 | -3 | 3
CYP2C9 inh | 20 | 68* | 0 | -17 | 4 | -17 | . | 16
CYP2C9 activ | 0.8 | 0.3 | 1 | 1.2 | 1 | 1.2 | . | 0.8
Plk1 PBD FP | 7 | -23 | -22 | 29 | . | -23 | 2 | 18
PLK1 kinase inh | -1 | -6 | -7 | -1 | . | -7 | -14 | 2

9. CCC1Oc2ccc(C)cc2N(CC(=O)N(Cc2cccnc2)Cc2cccc(F)c2)C1=O (stereo unspecified)
10. COC(=O)c1ccc(S(=O)(=O)c2ccc(C(=O)OC)s2)s1
11. COc1cccc(-n2nnnc2SCC(=O)Nc2nc3c(s2)CCCC3)c1
12. CCCCOC(=O)C1[C@H]2C(=O)N(Cc3cccs3)C[C@]23C=C[C@H]1O3 (stereo partly specified)
13. CC(=O)N1N=C(c2ccc(C)cc2)OC1c1ccc(C)cc1 (stereo unspecified)
14. O=C(NCc1ccccc1)NC1(C(=O)N2CCN(c3ncccn3)CC2)CCCCC1
15. Cc1ccc2nc(-c3cccnc3)oc2c1
16. O=C(C1COc2ccccc2O1)N1CCn2c(nc3ccccc32)C1 (stereo unspecified)

screen / no. | 9 | 10 | 11 | 12 | 13 | 14 | 15 | 16
CYP2C19 inhib | . | 24 | . | 16 | 19 | 38 | 14 | 85*
CYP2C19 activ | . | 0.8 | . | 0.8 | 0.8 | 0.6 | 0.9 | 0.2
PLAP act | . | 0.9 | . | 1.5 | 1.2 | 1 | 1 | 1.4
HIV Rev-RRE inh | 7 | 4 | 12 | 2 | 12 | 1 | 2 | 1
EphB4 ephrin blk | 9 | 8 | -5 | -8 | -1 | -5 | 2 | -4
CYP2C9 inh | . | 49 | . | -2 | 20 | 33 | -8 | 23
CYP2C9 activ | . | 0.5 | . | 1 | 0.8 | 0.7 | 1.1 | 0.8
Plk1 PBD FP | 9 | 23 | 7 | 13 | 9 | -23 | 4 | -11
PLK1 kinase inh | -11 | -7 | -12 | 4 | -13 | -11 | 13 | -16

17. Cc1nc(N2CCN(c3ccccc3)CC2)nc2c1C(=O)CCC2
18. Cc1ccccc1C(=O)Oc1ccccc1C(=O)N1CCOCC1
19. O=C(O)CCc1nc(-c2ccccc2)no1
20. CC1Cc2ccccc2N1C(=O)c1cc2c(=O)n3ccccc3nc2n1C (stereo unspecified)
21. Cn1c(-c2ccc(C(=O)c3ccccc3)s2)nc2ccccc21
22. Cc1cc(Oc2ccc(Cl)cc2)nc(-c2ccccc2O)n1
23. CCCc1[nH][nH]c(=O)c1C(c1cccc(Cl)c1)C(C#N)C#N (stereo unspecified)
24. COc1cccc2c1C(=O)c1ccc3ccccc3c1C2=O

screen / no. | 17 | 18 | 19 | 20 | 21 | 22 | 23 | 24
CYP2C19 inhib | 1 | . | -1 | 35 | . | 41 | 75* | 4
CYP2C19 activ | 1 | . | 1 | 0.7 | . | 0.6 | 0.3 | 1
PLAP act | 1.3 | . | 0.8 | 1 | . | 1 | 1.8 | 1
HIV Rev-RRE inh | 9 | -3 | 4 | 6 | -6 | 6 | -5 | 5
EphB4 ephrin blk | 6 | -7 | -7 | -2 | 7 | 5 | -10 | 1
CYP2C9 inh | -33 | . | 1 | 28 | . | 28 | 75* | -10
CYP2C9 activ | 1.3 | . | 1 | 0.7 | . | 0.7 | 0.3 | 1.1
Plk1 PBD FP | 1 | -12 | -12 | 8 | -12 | 14 | 1 | -3
PLK1 kinase inh | -5 | -12 | -11 | -5 | -17 | -7 | 7 | -10

With a hit mark in CYP2C19 inhib (from the list above):
1. Cc1cc(C)nc(SCC(=O)c2ccc([N+](=O)[O-])cc2)n1
2. CCc1nc(SCC(=O)NCCc2ccccc2)c2oc3ccccc3c2n1
16. O=C(C1COc2ccccc2O1)N1CCn2c(nc3ccccc32)C1 (stereo unspecified)
23. CCCc1[nH][nH]c(=O)c1C(c1cccc(Cl)c1)C(C#N)C#N (stereo unspecified)

screen / no. | 1 | 2 | 16 | 23
CYP2C19 inhib | 92* | 57* | 85* | 75*
CYP2C19 activ | 0.1 | 0.4 | 0.2 | 0.3
PLAP act | 1.2 | 1 | 1.4 | 1.8
HIV Rev-RRE inh | 8 | 6 | 1 | -5
EphB4 ephrin blk | 10 | 2 | -4 | -10
CYP2C9 inh | 20 | 68* | 23 | 75*
CYP2C9 activ | 0.8 | 0.3 | 0.8 | 0.3
Plk1 PBD FP | 7 | -23 | -11 | 1
PLK1 kinase inh | -1 | -6 | -16 | 7

The list continues.
25. C=CCn1c(-c2ccccc2)ccc(C#N)c1=O
26. CN(Cc1ccccc1)S(=O)(=O)c1ccc(NC(=O)C2CCCO2)cc1 (stereo unspecified)
27. CC(=O)Nc1cccc(NC(=O)CSc2nnc(Cc3cccn3C)n2CCc2ccccc2)c1
28. Cc1cc2cc(CNS(=O)(=O)c3ccccc3)ccc2n1C
29. CC(C)CCOCC(=O)Nc1cccc(C(=O)O)c1
30. CCOC(=O)c1cc(C(O)(C(F)(F)F)C(F)(F)F)c(/N=C/N(C)C)o1
31. N#C/C(=C\c1ccc(Sc2nc3ccccc3[nH]2)o1)c1ccccc1
32. O=C(COc1ccccc1)NCc1cccs1

screen / no. | 25 | 26 | 27 | 28 | 29 | 30 | 31 | 32
CYP2C19 inhib | 18 | 12 | 38 | 100* | 13 | 4 | 86* | 58*
CYP2C19 activ | 0.8 | 0.9 | 0.6 | 0 | 0.9 | 1 | 0.1 | 0.4
PLAP act | 0.9 | 0.9 | 1.4 | 1.2 | 1.1 | 0.9 | 1.5 | 0.9
HIV Rev-RRE inh | 15 | . | 3 | 4 | . | 14 | 16 | 8
EphB4 ephrin blk | -8 | . | 1 | -4 | . | 6 | -1 | 1
CYP2C9 inh | 14 | 55* | 39 | 74* | 2 | 9 | 95* | 22
CYP2C9 activ | 0.9 | 0.5 | 0.6 | 0.3 | 1 | 0.9 | 0 | 0.8
Plk1 PBD FP | 36 | . | -6 | 33 | . | -26 | -9 | 0
PLK1 kinase inh | -9 | . | -5 | -16 | . | -6 | -5 | -12

Additional results follow:
cpd	mol	CYP2C19 inhib	CYP2C19 activ	PLAP act	HIV Rev-RRE inh	EphB4 ephrin blk	CYP2C9 inh	CYP2C9 activ	Plk1 PBD FP	PLK1 kinase inh
33	Nc1cc(C(=O)OCC(=O)NCc2ccco2)ccc1Cl	60*	0.4	1.3	0	-13	44	0.6	-4	13
34	C#CCOC(=O)c1ccccc1C(=O)N(CC)CC	8	0.9	1	4	-3	4	1	-7	-6
35	Cc1ccc2cc(CN(C(=O)c3cccnc3)C(C)C)c(=O)[nH]c2c1	-5	1	1.2	20	1	-14	1.1	8	-5
36	O=[N+]([O-])c1ccc(-c2ccc(C=Nc3cccc4ccccc34)o2)cc1	.	.	.	9	-3	.	.	-6	8
37	COc1ccc(-c2noc(CCCC(=O)NCc3ccco3)n2)cc1OC	13	0.9	0.9	.	.	13	0.9	.	.
38	Cc1cc(S(=O)(=O)N2CCN(c3ccccc3O)CC2)c(C)s1	71*	0.3	0.9	9	6	30	0.7	13	-8
39	CC1(c2cc(C(F)(F)F)n3nc(C(=O)O)cc3n2)CC1	.	.	.	2	-7	.	.	8	-4
40	O=C(Nc1cnn(Cc2c(Cl)cccc2Cl)c1)c1ccc([N+](=O)[O-])cc1	13	0.9	1.1	0	-9	-11	1.1	-4	2
41	Cc1c(C)n(C(=O)CN2CCC(C(N)=O)CC2)c2ccccc12	-16	1.2	1.1	-1	0	-38	1.4	-26	-10
42	CN(C)C(=C(C#N)C#N)N1CCN(c2ccc(Cl)c(Cl)c2)CC1	56*	0.4	1.2	5	1	64*	0.4	9	-5
43	COc1ccc(-n2nnnc2Sc2ccc(S(=O)(=O)N3CCOCC3)cn2)cc1	12	0.9	0.9	.	.	28	0.7	.	.
44	Cc1ccccc1S(=O)(=O)Cc1ccc(C(=O)N2CC(C)CC(C)C2)o1 (stereo unspecified)	23	0.8	1.2	5	0	29	0.7	-6	-4
45	COc1ccc(C)cc1NS(=O)(=O)c1cn(C)c(=O)n(C)c1=O	37	0.6	1	6	-5	-9	1.1	23	-11
46	Cc1ccc(NC(=O)c2ccccc2Cl)c(Cl)c1	8	0.9	1	6	7	-120	2.2*	-12	4
47	O=C(CSCC(=O)N1CCCCC1)OCC(=O)c1c[nH]c2ccccc12	69*	0.3	1	14	-1	-75	1.7	4	-11
48	CCOc1ccccc1N(C)C(=O)C1CCN(S(=O)(=O)c2cccc3nonc23)CC1	85*	0.2	1.5	11	9	94*	0.1	-1	-11
49	C/C=C(\C)CN1CCc2cc(OC)c(OC)cc2C1	40	0.6	1.7	3	-1	9	0.9	-5	-10
50	Cc1ccc(CS(=O)(=O)CCC(=O)NCc2ccccn2)cc1	-11	1.1	1	2	-5	-7	1.1	-11	-11
51	COc1cc(CNCCc2ccccc2)ccc1OCC(=O)NC(C)(C)C	14	0.9	1.2	4	0	36	0.6	-30	-2
52	O=C(O)C1(NS(=O)(=O)c2ccc(Cl)cc2)CCCCC1	-7	1.1	0.9	7	-1	-5	1.1	9	-11
53	COc1ccc2c(c1)C(=O)N(c1ccccc1OC)C(=O)C2	20	0.8	1.2	7	6	7	0.9	-7	-2
54	COc1ccc(-c2cc(C(F)(F)F)n3nc(C(=O)NCc4ccco4)cc3n2)cc1	33	0.7	0.9	-5	-12	15	0.8	1	-4
55	Cc1ccc(CCN2CC(C(=O)NCCN3CCCCCC3)CC2=O)cc1 (stereo unspecified)	-9	1.1	1.3	2	4	4	1	11	-16
56	Cc1ccc([N+](=O)[O-])cc1N=C(c1cccc(Br)c1)N1CCOCC1	64*	0.4	1.2	10	-1	52*	0.5	-16	-14
57	COC(=O)c1[nH]c2cc(OC)ccc2c1NC(=O)CCN1CCN(c2cccc(C)c2C)CC1	4	1	1.5	4	-3	26	0.7	-10	-10
